NS5 inhibitors – Dengue-2 NS5 methyltransferase inhibitors, primary screen, biochemical, confirmation dose response (AID 588689) | Dengue-2 NS5 methyltransferase capping enzyme assay, biochemical; higher % means a stronger effect | inhibition, % at 25 µM; hits with a dose series show IC50 in µM | 340,000 compounds, 0.3% hits; in the data active = a potency from the dose series
NS5 inhibitors pilot replicate – further read-out of NS5 inhibitors, marked with its call; inhibition, %; measured here: pilot screen replicate inhibition
Active calls of the source: *. These rows are one share of the data; rates above refer to the full screens.

SMILES	NS5 inhibitors	others
C#CCOCCOCCOCCNc1nc(N2CCN(C(=O)[C@H](CCCCN)n3cc(CCC(=O)O)nn3)CC2)nc(N2CCN(C(=O)[C@H](Cc3ccc(O)cc3)n3cc(CCO)nn3)CC2)n1	2%
C=CCC[C@@H](Cc1ccc(F)cc1)C(=O)OC[C@@H](C)NC(=O)[C@H](CC=C)CC(=O)N(CCO)Cc1ccccc1	-1%
COc1ccccc1-c1ccc([C@@H]2C[C@H]3[C@H](CON3C)CN2C(=O)c2ccco2)cc1	1%
O=C(CCCOc1ccccc1)Nc1cccc(S(=O)(=O)N2CCCCCC2)c1	-1%
COc1ccc(NC(=O)C2CCCN2S(=O)(=O)c2cccs2)c([N+](=O)[O-])c1 (stereo unspecified)	-1%
CC(OC(=O)CCC(=O)c1ccccc1)C(=O)Nc1ccc(F)cc1 (stereo unspecified)	0%
Cc1cccc(C)c1NC(=O)CNC(=O)c1ccc(COc2ccccc2)o1	-2%
COC(=O)C1CCN(C(=O)COC(=O)c2cccc(NS(=O)(=O)c3ccccc3)c2)CC1	-4%
Cc1cc(C)cc(NC(=O)CSc2nc(=O)n3cc(C)ccc3n2)c1	3%
COC(=O)c1cc(C(=O)OCC(=O)Nc2ccc(N3CCOCC3)cc2)cc([N+](=O)[O-])c1	-4%
CCC1(O)CC(c2ccccc2)=NN1C(=O)c1ccccc1F (stereo unspecified)	-4%
O=C(NCCC(=O)N1CCN(C(=O)c2ccco2)CC1)c1ccc(Br)cc1	-9%
COC(=O)[C@@]12CCCCN1[C@H](c1ccc(-c3cc(C(C)=O)cs3)cc1)[C@H]1C(=O)N(C)C(=O)[C@H]12	-5%
C[C@H](CO)N1C[C@H](C)[C@@H](CN(C)S(=O)(=O)c2cccs2)Oc2ccc(NC(=O)c3ccncc3)cc2C1=O	-1%
O=C(Nc1cccc(-n2cnnn2)c1)C1CCCN(C(=O)Cc2cccc(Cl)c2)C1 (stereo unspecified)	-2%
CC(C)N(C(=O)[C@H]1C[C@H](CC(=O)NCc2ccco2)C(=O)N2CCc3c([nH]c4cc(-c5ccco5)ccc34)[C@]12C)C(C)C	-2%
CSc1ncccc1C(=O)OCC(=O)NCc1ccccc1	1%
O=C(O)C1CCCC[C@H]1C(=O)Nc1ncc([N+](=O)[O-])s1 (stereo partly specified)	0%
O=C(Nc1cccnc1)c1ccc([N+](=O)[O-])s1	-12%
CC(Oc1ccc(Cl)cc1C(N)=O)C(=O)N1CCc2ccccc21 (stereo unspecified)	9%

Continued, starting with the last 2 of the part before.
SMILES	NS5 inhibitors	others
O=C(Nc1cccnc1)c1ccc([N+](=O)[O-])s1	-12%
CC(Oc1ccc(Cl)cc1C(N)=O)C(=O)N1CCc2ccccc21 (stereo unspecified)	9%
CNC(=S)NNc1nc(-c2ccccc2)c2cc(Cl)ccc2n1	-2%
COc1ccc(CC(=O)Nc2ccc(F)c(F)c2F)cc1S(=O)(=O)N1CCOCC1	-1%
Cc1ccc(CN2CC(C(=O)N3CCN(c4ccccc4Cl)CC3)CC2=O)cc1 (stereo unspecified)	3%
O=C(O)c1cccc(NC(=O)c2ccccc2)c1	-6%
O=C(NCCOc1ccccc1Cl)c1ccc2c(c1)S(=O)(=O)c1cc(Cl)ccc1C2=O	-4%
CCOC(=O)C1(CCC(=O)OCc2ccccc2)CCCCC1=O (stereo unspecified)	3%
Cn1c(CNC(=O)c2ccco2)nnc1SCC(=O)Nc1ccccc1Cl	-3%
COc1cc2c(cc1OC)C(=O)N1[C@H]3c4cc(Cl)ccc4OC[C@@H]3[C@H](c3ccccc3)[C@]1(C)C(=O)N2	5%
O=C(C1=C(O)C(=O)N(CCN2CCOCC2)C1c1cccs1)c1cc2ccccc2o1 (stereo unspecified)	-3%
CC(C)(CNC(=O)CNC(=O)c1ccccc1F)N1CCOCC1	0%
O=C(CCCCC(=O)NN=Cc1ccc2c(c1)CCC2)NN=Cc1ccc2c(c1)CCC2	-2%
CCc1noc(C)c1C(=O)OCC(=O)Nc1nc(-c2ccc(F)c(F)c2)cs1	6%
CSc1ncccc1C(=O)OC(C)C(=O)Nc1cccc(S(=O)(=O)N2CCOCC2)c1 (stereo unspecified)	5%
O=C(O)c1ccc(C=NN2CCCCCC2)cc1	3%
Cc1ccccc1CN(C)C[C@@H]1OCc2cnnn2CCCC(=O)N([C@H](C)CO)C[C@H]1C	-1%
CCC/C(C(=O)NCCO)=C1/c2ccccc2C(=O)N1c1ccccc1	-6%
Cc1ccc(S(=O)(=O)N2CCC(C(=O)OC(C)C(=O)NC3CCCCC3C)CC2)cc1 (stereo unspecified)	-5%
Cc1cccc(-c2nc(CC(=O)Nc3cccc(S(=O)(=O)NC4=NCCC4)c3)cs2)c1	4%
CC(C)(C)c1nnc(SCC(=O)Nc2ccc(N3CCCCC3)cc2)n1N	-8%
Cc1c(CCOC(=O)c2ccc(Cl)cc2Cl)sc[n+]1CC(=O)c1ccc(Br)cc1	-5%

Eleven compounds from above, sorted by heavy-atom count, falling.
SMILES	NS5 inhibitors	others
COc1cc2c(cc1OC)C(=O)N1[C@H]3c4cc(Cl)ccc4OC[C@@H]3[C@H](c3ccccc3)[C@]1(C)C(=O)N2	5%
O=C(CCCCC(=O)NN=Cc1ccc2c(c1)CCC2)NN=Cc1ccc2c(c1)CCC2	-2%
CSc1ncccc1C(=O)OC(C)C(=O)Nc1cccc(S(=O)(=O)N2CCOCC2)c1 (stereo unspecified)	5%
COc1ccc(CC(=O)Nc2ccc(F)c(F)c2F)cc1S(=O)(=O)N1CCOCC1	-1%
Cc1ccc(CN2CC(C(=O)N3CCN(c4ccccc4Cl)CC3)CC2=O)cc1 (stereo unspecified)	3%
CCc1noc(C)c1C(=O)OCC(=O)Nc1nc(-c2ccc(F)c(F)c2)cs1	6%
CC(C)(C)c1nnc(SCC(=O)Nc2ccc(N3CCCCC3)cc2)n1N	-8%
CCC/C(C(=O)NCCO)=C1/c2ccccc2C(=O)N1c1ccccc1	-6%
CCOC(=O)C1(CCC(=O)OCc2ccccc2)CCCCC1=O (stereo unspecified)	3%
CNC(=S)NNc1nc(-c2ccccc2)c2cc(Cl)ccc2n1	-2%
O=C(O)c1ccc(C=NN2CCCCCC2)cc1	3%

(list continues)
SMILES	NS5 inhibitors	others
COc1ccc(N2CCN(C(CNC(=O)c3ccco3)c3ccco3)CC2)cc1 (stereo unspecified)	-10%
CC(C)(C)[C@H]1CCC(=O)N([C@H](CSc2ccc(Br)cc2)Cc2ccccc2)CC1	-6%
CC(OC(=O)C1CC(=O)N(Cc2ccccc2)C1)C(=O)Nc1ccc(F)cc1Cl (stereo unspecified)	2%
COc1ccc(Cl)cc1NC(=O)CN(C)C(=O)CN1C(=O)NC2(CCCC2)C1=O	-5%
C=CCOc1ccc(CN(C)c2ccc(S(=O)(=O)N3CCN(C)CC3)cc2[N+](=O)[O-])cc1	-1%
CC(C)C1C(=O)N(Cc2cn(Cc3ccco3)nn2)CCS(=O)(=O)N1Cc1ccc(-c2ccc(F)nc2)cc1 (stereo unspecified)	-7%
COc1ccc2c(COC(=O)CNS(=O)(=O)c3ccccc3)cc(=O)oc2c1	-2%
O=C(NCC(c1ccco1)N1CCc2ccccc2C1)C(=O)Nc1ccc(F)cc1F (stereo unspecified)	-8%
COc1ccc(CNC(=O)COC(=O)c2ccc3ccccc3n2)cc1	0%
O=C(NCc1ccccc1)c1ncn(Cc2ccccc2)c1C(=O)NCc1ccccc1	-1%
COc1cc(OC)c2c(-c3cccc(-c4ccc(C(F)(F)F)cc4)c3)cc(=O)oc2c1	-3%
CN(C(=O)CSc1nnc(-c2ccc(Cl)cc2)n1C)C1CCS(=O)(=O)C1 (stereo unspecified)	-5%
CCN1C(=O)[C@@H]2[C@H](C1=O)[C@@H]1C(=O)Nc3ccccc3C(=O)N1[C@@H]2c1ccccc1	7%
CC(C)c1cc(CN2C(C)COCC2C)cc(C(C)C)c1O (stereo unspecified)	2%
CC[C@]12c3[nH]c4ccc(OC)cc4c3CCN1C(=O)C(CC(=O)NC/C=C(\C)CCC=C(C)C)C[C@@H]2C(=O)N1CCN(C(=O)c2ccco2)CC1 (stereo partly specified)	-5%	NS5 inhibitors pilot replicate=-3.0
N#CC1(NC(=O)CN2C(=O)c3ccc([N+](=O)[O-])cc3C2=O)CCCCC1	-3%
COc1ccccc1NC(=O)Nc1ccc(S(=O)(=O)Nc2onc(C)c2C)cc1	4%
Cn1c(SCC(=O)NNC(=O)c2ccccc2)nnc1C(F)(F)F	-10%
COCCn1c(SCC(=O)NC(=O)NCc2ccccc2)nc2ccccc2c1=O	-2%
CCN(CC(=O)Nc1ccc(OC)cc1)C(=O)CCc1nc2ccccc2c(=O)[nH]1	5%
CCCCc1ccc(NC(=O)COC(=O)c2ccc3ncsc3c2)cc1	-3%
O=C(NCC(=O)N1CC=C(c2ccccc2)CC1)c1ccc(OC(F)F)cc1	-1%
CC(C)[C@H](NC(=O)c1ccccc1)C(=O)NC1=NCCS1	4%
COc1cc(NC(=O)CSc2nnc3ccccn23)cc(OC)c1OC	-5%
Cc1cccc(OCC(=O)N(Cc2ccccc2)c2c(N)n(Cc3ccccc3)c(=O)[nH]c2=O)c1	-8%
COc1ccc(NC(=O)COC(=O)CNC(=O)c2cccs2)cc1Cl	-8%
COc1cc(Cl)c(C)cc1NC(=O)COc1ccc(C)nc1[N+](=O)[O-]	-4%
O=C(O)c1sc(C(=O)O)c(-c2ccccc2)c1-c1ccccc1	3%
Cn1c(=O)c2nc(SCc3ccccc3)n(C)c2n(C)c1=O	5%
O=S(=O)(CS(=O)(=O)c1ccccc1)c1ccccc1	-6%
Nc1ncnc2c(C3OC(CO)C(O)C3O)c[nH]c12 (stereo unspecified)	10%
CCOC(=O)c1c(NC(=O)COC(=O)c2ccccn2)sc(C(=O)N(C)C)c1C	-2%
COc1cccc(CCc2nc3ccccc3c(=O)n2N)c1	1%
Cc1csc(SCC(=O)Nc2ccc(F)cc2Cl)n1	-8%
C#CCOCCOCCOCCNc1nc(N2CCN(C(=O)[C@H]([C@@H](C)CC)n3cc(CCCCN)nn3)CC2)nc(N2CCN(C(=O)[C@H](C)n3cc(CCCN=C(N)N)nn3)CC2)n1	-3%
Nc1ccc(OCc2ccccc2)cc1[N+](=O)[O-]	8%
CC(=O)Nc1ccc(S(=O)(=O)NC(C)C(=O)NCC(c2ccco2)N2CCCCC2)cc1 (stereo unspecified)	-4%
O=C(CC1SC(N2CCCC2)=NC1=O)Nc1ccc(C(=O)NCCc2ccc(F)cc2)cc1 (stereo unspecified)	4%
CN1C(=O)N(CC(=O)N2CCN(S(=O)(=O)c3ccc4c(c3)CCC4)CC2)C(=O)C12CCCCC2	5%
CC1CC(C)CN(C(=O)COC(=O)c2cncc(Br)c2)C1 (stereo unspecified)	3%
O=C(COC(=O)c1cc(Br)ccc1O)NNC(=O)c1cccs1	0%
CCCCn1c(N)c(N(CCC(C)C)C(=O)c2cccc(N3C(=O)c4ccccc4C3=O)c2)c(=O)[nH]c1=O	-1%
Nc1oc2ccccc2c1C(=O)Cc1ccccc1O[C@@H]1O[C@H](CO)[C@@H](O)[C@H](O)[C@H]1O	-5%
CSC[C@H]1CN(c2ccc(Br)cc2)C(=O)[C@@H]1CC(=O)Nc1ccc(Br)cc1	4%
CCCOc1ccc(NC(=O)Cc2ccc(S(=O)(=O)N3CCOCC3)s2)cc1OCCC	3%
O=C(COC(=O)c1cc(Cl)ccc1Cl)Nc1ccc2[nH]c(=O)[nH]c2c1	-5%
CSc1ncnc2c1ncn2CCCNCc1ccc(C)o1	6%
CCOC(=O)[C@H]1[C@H]2COc3ccc(C)cc3[C@@H]2N2C(=O)c3ccc(F)cc3NC(=O)[C@@]12C	-4%
O=C(Nc1ccccc1N1CCCCC1)c1cc(S(=O)(=O)N2CCOCC2)ccc1F	1%
CC(C)C[C@@H](CNCC(=O)[C@H](C)NC(=O)c1[nH]cnc1C(=O)N[C@@H](C)CN)NC(=O)c1nc[nH]c1C(=O)N[C@@H](CO)C(=O)O	-2%	NS5 inhibitors pilot replicate=0.3
CC1CC(=O)Nc2ccccc2N1C(=O)COc1ccc2cc(Br)ccc2c1 (stereo unspecified)	-1%
COc1ccc(C2=NOC(Cn3nc(C(=O)NCc4ccccc4OC)cc3-c3ccccc3)C2)cc1 (stereo unspecified)	-4%
CNS(=O)(=O)c1cc(-c2nnc(N3CCOCC3)c3ccccc23)ccc1C	6%
O=C(O)c1ccc(CNCc2cc(Cl)ccc2O)cc1	-4%
O=C(NCC(c1cccs1)N1CCOCC1)c1cnc(Cl)c(Cl)c1 (stereo unspecified)	-1%
O=[N+]([O-])c1ccccc1C(=Nc1ccccc1)c1c(O)cc(O)cc1O	8%
CC[C@]12c3[nH]c4ccccc4c3CCN1C(=O)C(CC(=O)NCCc1ccccn1)C[C@@H]2C(=O)N1CCN(C(=O)c2ccco2)CC1 (stereo partly specified)	-2%	NS5 inhibitors pilot replicate=-3.0
Nc1ncnc2c1ncn2[C@@H]1O[C@H](CNCC#Cc2ccccc2)[C@@H](O)[C@H]1O	0%	NS5 inhibitors pilot replicate=4.5
CN(C)c1ccc(C(=O)OCC(=O)c2ccc[nH]2)cc1	-6%
CCN(CC(=O)Nc1c(F)cccc1F)C(=O)CSc1ccc(F)cc1	-7%
(listing goes on)
SMILES	NS5 inhibitors	others
O=C(NC1CCC(O)CC1)c1ccc(-c2ccc(Cl)cc2)o1 (stereo unspecified)	2%
Cc1ccc(NS(=O)(=O)c2cccc(C(=O)NCC(c3ccc(F)cc3)N3CCOCC3)c2)cc1 (stereo unspecified)	-6%
COc1ccc(NC(=O)CCCCC(=O)Nc2ccc(OC)cc2OC)c(OC)c1	5%
O=C(COC(=O)COc1ccccc1)Nc1ccc(Cl)cn1	-8%
CCCN(CC(=O)Nc1ccccc1OC)C(=O)C1CCCC1	1%
CSCCC(NS(=O)(=O)c1ccc2c(c1)OCCO2)C(=O)N(C)Cc1ccc(F)cc1 (stereo unspecified)	-3%
COc1ccc(CN(C)C(=O)c2cc(-c3ccccc3)nc3ccc(C)cc23)c(OC)c1	-4%
COc1ccc(Cl)cc1NC(=O)COC(=O)c1ccc(Cl)nc1	1%
